Screening data from PubChem BioAssay.
HIV fusion peptide = inhibitors of HIV fusion peptide binding, primary screen, biochemical, uHTS, fluorescence dequenching (AID 1986). hit rate 0.3% among 290,000. inhibition, % at 20 µM; hits with a dose series show IC50 in µM. cell-free peptide binding, fluorescence dequenching, 30 min; higher % means a stronger effect; in the data active = inhibition mostly above about 52%, no sharp cut-off; inactive = mostly below about 76%; also: some results filed as inactive read as strong as hits
AID2073 = disruptors of CaV2.2 binding to Mint1 – biochemical, HTRF (AID 2073) | HTRF protein-protein interaction, Mint1-CaV2.2; higher % means a stronger effect | hit rate 0.19% among 290,000 | inhibition, % at 20 µM, or IC50 in µM where a hit was titrated; in the data active = inhibition mostly above about 51%, no sharp cut-off; also: some results filed as inactive read as strong as hits
NOD1 NF-kB reporter = inhibition of NOD1-driven NF-kB reporter – cell-based, luminescence, uHTS, primary screen (AID 1578); NOD1-driven NF-kB luciferase reporter cells, luminescence; higher % means a stronger effect; one-dose inhibition, % at 4 µM; EC50 in µM for titrated hits; hit rate 1% among 290,000; in the data active = inhibition mostly above about 36%, no sharp cut-off; inactive = mostly below about 34%;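 also: HEK-293T reporter cells stimulated with the NOD1 agonist gamma-tri-DAP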
GPR35 arrestin U2OS = GPR35 antagonists blocking zaprinast-driven arrestin recruitment, primary screen, imaging, U2OS, beta-arrestin-GFP, zaprinast agonist (AID 2058) | one-dose inhibition, % at 10 µM; IC50 in µM for titrated hits | U2OS GPR35 beta-arrestin-GFP translocation imaging, zaprinast antagonism; higher % means a stronger effect | hit rate 0.052% among 290,000;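 active = inhibition of at least 50% with at least 30 cells and total cytoplasm GFP at most 10,000,000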
GPR55 activation = selective activators of receptor GPR55 – imaging, U2OS cells, beta-arrestin-GFP redistribution, primary screen (AID 1961). U2OS GPR55 beta-arrestin-GFP redistribution imaging; higher % means a stronger effect. activation, % at 10 µM; hits with a dose series show EC50 in µM. hit rate 0.048% among 290,000;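 active = activation above 40% with more than 50 cells counted in the well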;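 also: U2OS osteosarcoma cells stably expressing GPR55 and beta-arrestin-GFP; plate controls were DMSO negative control for no effect and LPI positive control for full effect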
GPR55 LPI antagonism = GPR55 antagonists blocking LPI-driven arrestin recruitment, primary screen, imaging, U2OS, beta-arrestin-GFP, LPI agonist (AID 2013) | inhibition, % at 10 µM; hits with a dose series show IC50 in µM | hit rate 0.13% among 290,000 | U2OS GPR55 beta-arrestin-GFP translocation imaging, LPI antagonism; higher % means a stronger effect;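 active = spots per cell inhibited over 60%, with over 100 cells counted and total cytoplasm intensity under 500,000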;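 also: U2OS cells stably carrying GPR55 and arrestin-GFP stimulated by 5 µM LPI near EC80; imaged beta-arrestin-GFP aggregate spots per cell after agonist stimulation; plate controls were LPI-stimulated DMSO wells for no effect and DMSO wells without LPI for full effect; some results filed as inactive read as strong as hits; confirmed hits need IC50 under 10 µM and bright autofluorescent wells are also inconclusive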
SIAH1 antagonists = Siah-1 peptide-binding antagonists, primary screen, biochemical, fluorescence polarization, rhodamine-plectin, uHTS (AID 1817) | hit rate 0.02% among 290,000 | Siah-1 / rhodamine-plectin peptide fluorescence polarization; higher % means a stronger effect | displacement, % at 20 µM; hits with a dose series show IC50 in µM;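 active = displacement of at least 50% at 20 µM, with a fluorescence ratio check between 0.3 and a set limit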;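 also: plate controls were Siah plus tracer with DMSO for no effect and tracer alone without Siah for full effect; strong numbers were not always called active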
KOR beta-arrestin-1 = kappa opioid receptor activators – cell-based, luminescence, uHTS, primary screen (AID 1777); KOR beta-arrestin recruitment, luminescence; higher % means a stronger effect; one-dose activation, % at 10 µM; EC50 in µM for titrated hits; hit rate 0.02% among 280,000; in the data active = activation above about 50%, passing the limit was not always enough; also: a part of the inactive calls stands beside numbers as strong as those of hits
KOR beta-arrestin-2 = kappa opioid receptor blockers – cell-based, luminescence, uHTS (AID 1778). inhibition, % at 10 µM; hits with a dose series show IC50 in µM. hit rate 0.091% among 290,000. KOR beta-arrestin recruitment, luminescence, antagonist mode; higher % means a stronger effect; in the data active = inhibition above about 50%; also: strong numbers were not always called active
Starred values were filed as active, the others as inactive; / = no result given; [ ] = remark or other dose. An excerpt. The share of hits here may be higher or lower than overall.

Short keys: A = HIV fusion peptide; B = AID2073; C = NOD1 NF-kB reporter; D = GPR35 arrestin U2OS; E = GPR55 activation; F = GPR55 LPI antagonism; G = SIAH1 antagonists; H = KOR beta-arrestin-1; I = KOR beta-arrestin-2
> CN(C)S(=O)(=O)c1cc(NC(=O)CNCc2ccc(F)cc2)ccc1Cl
  A = -1.5%; B = -5%; C = -3%; D = -1%; E = 0.0%; F = 6%; G = 2%; H = -0.6%; I = -20%

> CCOc1ccc(NC(=O)c2ccccc2SC)cc1
  A = -0.5%; B = 6%; C = -8%; D = 24%; E = -0.3%; F = -6%; G = -3%; H = -1.3%; I = /

> O=C(NCCCN1CCCC1=O)C1CCC(CNS(=O)(=O)c2ccc(Cl)cc2)CC1 (configuration not stated)
  A = 0.8%; B = 11%; C = 28%; D = -2%; E = -0.1%; F = -34%; G = 1%; H = 4.5%; I = -18%

> COc1ccc(CCC(C)NCc2cc(OC)cc(OC)c2)cc1 (configuration not stated)
  A = 0.8%; B = 3%; C = -29%; D = 2%; E = 1.2%; F = 5%; G = -4%; H = -2.7%; I = 0%

> Fc1ccccc1N1CCN(C(c2ccccn2)c2nnnn2C2CCCCC2)CC1 (configuration not stated)
  A = -2.5%; B = 1%; C = 12%; D = 5%; E = 1.0%; F = 6%; G = -6%; H = -1.5%; I = -3%

> Cn1ncc(SCc2ccccc2)c(Cl)c1=O
  A = -1.5%; B = 46%; C = 20%; D = 4%; E = 0.3%; F = -6%; G = 7%; H = -4.1%; I = 22%

> CN(Cc1ccccc1)S(=O)(=O)c1ccc(N2CCOCC2)nc1
  A = 0.7%; B = -6%; C = -11%; D = 11%; E = 1.0%; F = -5%; G = 13%; H = -3.1%; I = 12%

> CCCNc1cc(C)oc(=O)c1C(=O)CC
  A = 2.3%; B = -11%; C = -5%; D = -2%; E = 0.2%; F = 6%; G = 8%; H = -5.7%; I = 9%

> CCn1cc(C(=O)NCC(OC)OC)c(=O)c2cc(S(=O)(=O)N3CCC(C)CC3)ccc21
  A = -0.6%; B = 9%; C = 24%; D = -8%; E = -0.1%; F = -1%; G = 9%; H = 0.1%; I = -2%

> COc1ccccc1-n1cnc2cc(NC(=O)c3ccco3)ccc21
  A = 0.0%; B = -5%; C = -25%; D = -5%; E = -0.1%; F = -9%; G = 1%; H = -1.3%; I = -17%

> COc1ccc(N2CCN(C(=O)c3cn(C)c(=O)c4c3c3ccccc3n4C)CC2)cc1
  A = -0.6%; B = 0%; C = -8%; D = -7%; E = 0.3%; F = 6%; G = 2%; H = 3.5%; I = -12%

> CCCCCC(=O)Nc1ccc(-c2cn3cccnc3n2)cc1
  A = -2.9%; B = 47%; C = -25%; D = 3%; E = -0.3%; F = -2%; G = 8%; H = -2.7%; I = -15%

> COc1ccc(N2CCN(C(=O)C3Cc4ccccc4CN3C(=O)c3ccccc3)CC2)cc1 (configuration not stated)
  A = -0.2%; B = 6%; C = -24%; D = -7%; E = -0.5%; F = -5%; G = 2%; H = -0.8%; I = 22%

> COc1ccc(N2CCN(C(=O)Cn3c(=O)[nH]c4ccsc4c3=O)CC2)cc1
  A = -0.9%; B = 5%; C = 29%; D = 6%; E = 0.3%; F = 5%; G = -2%; H = 2.6%; I = -49%

> O=C(CC(Sc1ccc(Br)cc1)C(=O)O)c1ccc(Br)cc1 (configuration not stated)
  A = 2.2%; B = -15%; C = 2%; D = 9%; E = 0.4%; F = 4%; G = 7%; H = -22%; I = 28%

> Cc1ccc([N+](=O)[O-])c(OCCCNCC(C)O)c1 (configuration not stated)
  A = 0.2%; B = -13%; C = -18%; D = -8%; E = 0.1%; F = 5%; G = 1%; H = -2.3%; I = -27%

> O=C1CC(C(=O)N2CCc3ccccc32)CN1c1ccc(F)cc1 (configuration not stated)
  A = -0.4%; B = 3%; C = -40%; D = -1%; E = -0.2%; F = 8%; G = 2%; H = -0.8%; I = -13%

> O=C1c2ccccc2NC(c2cccs2)N1NS(=O)(=O)c1ccccc1 (configuration not stated)
  A = 0.8%; B = 11%; C = -23%; D = -9%; E = -0.4%; F = 15%; G = 8%; H = -1.1%; I = 13%

> O=C(Nc1ccc(F)cc1F)c1ccccc1-c1ccccc1
  A = -1.7%; B = 18%; C = -23%; D = -16%; E = -0.3%; F = 34%; G = 2%; H = -3.4%; I = -6%

> CC1COc2ccccc2N1S(=O)(=O)c1ccccc1 (configuration not stated)
  A = -2.3%; B = 7%; C = -6%; D = 5%; E = -0.3%; F = 0%; G = -2%; H = -3.6%; I = 13%

> O=C(c1ccc(N2CCCC2)c([N+](=O)[O-])c1)N1CCN(c2ccccn2)CC1
  A = 1.3%; B = -10%; C = -8%; D = -3%; E = 0.1%; F = -1%; G = 0%; H = 1.1%; I = 16%

> CCCCCCCCc1nc(=S)[nH][nH]1
  A = 4.4%; B = 13%; C = -18%; D = -10%; E = -0.3%; F = -12%; G = 0%; H = 0.6%; I = -15%

> CCc1ccc(NS(=O)(=O)c2c(C(=O)N3CCCCCC3)c(C)n(C)c2C)cc1
  A = -0.7%; B = 10%; C = -10%; D = 5%; E = 0.7%; F = 11%; G = 2%; H = 0.2%; I = 17%

> Cc1ccc(C(C)C)c(OCC(=O)Nc2sc3c(c2C#N)CC(C)(C)NC3(C)C)c1
  A = -0.2%; B = 10%; C = -53%; D = -1%; E = -0.4%; F = 16%; G = 3%; H = -4.1%; I = -6%

> Cc1ccc(CCNC(=O)C2CCCN(S(=O)(=O)c3c(C)noc3/C=C/N(C)C)C2)cc1 (configuration not stated)
  A = -1.2%; B = -1%; C = -7%; D = 1%; E = -0.2%; F = 2%; G = 3%; H = -1.1%; I = 20%

> CCn1c(-c2ccc(Cl)cc2)n[nH]c1=S
  A = 6.0%; B = -22%; C = 3%; D = -10%; E = -0.1%; F = 31%; G = 4%; H = -2.4%; I = 23%

> O=C(COC(=O)CCc1nc2ccccc2s1)Nc1nc(-c2ccccc2)cs1
  A = 1.8%; B = 13%; C = -32%; D = -12%; E = 1.2%; F = 9%; G = 19%; H = -0.9%; I = -12%

> Cc1[nH]c(-c2ccc3c(c2)OCO3)nc1C(=O)O
  A = -2.2%; B = -7%; C = -11%; D = 3%; E = 0.2%; F = -9%; G = 2%; H = -0.4%; I = -10%

> Cc1oc2c(CN3CCCC3)c(O)ccc2c(=O)c1-c1ccccc1
  A = -2.2%; B = 28%; C = -6%; D = 11%; E = -0.1%; F = -2%; G = -6%; H = -6.9%; I = -62%

> Cc1ccc(S(=O)(=O)N2CCOCC2)cc1C(=O)Nc1ccc2c(c1)CCC2
  A = -2.0%; B = -5%; C = -3%; D = 5%; E = 0.3%; F = -4%; G = 1%; H = 1.8%; I = -27%

> Cc1ccc(CN2CC(C(=O)Nc3ccc4c(C)cc(=O)oc4c3)CC2=O)cc1 (configuration not stated)
  A = -3.4%; B = -5%; C = 20%; D = -7%; E = -0.1%; F = 13%; G = -3%; H = 7.3%; I = -38%

> Cc1ccccc1-n1nc(C)c2cc(C(=O)N3CCOCC3)sc21
  A = -1.3%; B = -2%; C = -15%; D = 0%; E = 0.2%; F = -12%; G = -3%; H = 1.1%; I = -45%

> Cc1ccc2nc(NC(=O)[C@H](C)N3C(=O)C4CC=CCC4C3=O)sc2c1 (some centres not stated)
  A = -2.5%; B = -13%; C = 19%; D = -4%; E = 0.4%; F = 8%; G = -6%; H = -2.7%; I = -12%

> CCOC(=O)C1=C(O)C(=O)N(C2CCCCC2)C1
  A = -1.8%; B = 6%; C = -5%; D = 16%; E = 0.0%; F = 14%; G = 10%; H = 1.8%; I = 25%

> Cc1cc(C)c2c(=O)n(CC(=O)NCCCN3CCOCC3)sc2n1
  A = -1.5%; B = 11µM*; C = -2%; D = 33%; E = -0.1%; F = -2%; G = -3%; H = 0.0%; I = 18%

> O=C(O)c1ccc(N/N=C2/CCCc3ccccc32)cc1
  A = 3.4%; B = 1%; C = -4%; D = 0%; E = -0.3%; F = 9%; G = 0%; H = -1.8%; I = 9%

> Cc1cccc(CSc2nc3c(cc2C#N)CCC3)c1
  A = -0.9%; B = 9%; C = -27%; D = 8%; E = 0.7%; F = 8%; G = 20%; H = 8.9%; I = -16%

> Cc1c(NC(=O)c2c(O)c3ccccc3n(C)c2=O)c(=O)n(-c2ccccc2)n1C
  A = -2.5%; B = 12%; C = 31%; D = 17%; E = -0.3%; F = 9%; G = -8%; H = -4.0%; I = -1%

> Cc1cccc(OCCCC(=O)Nc2ccc(N3CCOCC3)cc2)c1
  A = -0.6%; B = -8%; C = -8%; D = 9%; E = 0.0%; F = 14%; G = 0%; H = -2.5%; I = -7%

> O=C(CN(C(=O)CCC(=O)Nc1nccs1)C1CCCC1)NCc1ccc2c(c1)OCO2
  A = -1.8%; B = -3%; C = -20%; D = -3%; E = -0.3%; F = 7%; G = 6%; H = -4.9%; I = 33%

Full records as entered above. Values in the order: HIV fusion peptide | AID2073 | NOD1 NF-kB reporter | GPR35 arrestin U2OS | GPR55 activation | GPR55 LPI antagonism | SIAH1 antagonists | KOR beta-arrestin-1 | KOR beta-arrestin-2
`Cc1c(NC(=O)c2c(O)c3ccccc3n(C)c2=O)c(=O)n(-c2ccccc2)n1C` in the list: -2.5% | 12% | 31% | 17% | -0.3% | 9% | -8% | -4.0% | -1%
`CCOC(=O)C1=C(O)C(=O)N(C2CCCCC2)C1` in the list: -1.8% | 6% | -5% | 16% | 0.0% | 14% | 10% | 1.8% | 25%

Next structures:
Short keys: A = HIV fusion peptide; B = AID2073; C = NOD1 NF-kB reporter; D = GPR35 arrestin U2OS; E = GPR55 activation; F = GPR55 LPI antagonism; G = SIAH1 antagonists; H = KOR beta-arrestin-1; I = KOR beta-arrestin-2
> COc1ccccc1N1CCN(C(=O)CN2C(=O)C3CCCCC3C2=O)CC1 (configuration not stated)
  A = -1.4%; B = 8%; C = -31%; D = 4%; E = -0.1%; F = 9%; G = 2%; H = /; I = 0%[20 µM]

> O=C(Nc1cn(-c2ccccc2)nc1-c1ccc(Cl)cc1)c1ccccc1
  A = 3.0%; B = 4%; C = -1%; D = 1%; E = -0.2%; F = 10%; G = -2%; H = 0.5%; I = -19%

> CCCCn1c(SCc2nnc(-c3ccccc3)o2)nc2c1c(=O)n(C)c(=O)n2C
  A = -4.5%; B = 1%; C = 10%; D = -10%; E = -0.1%; F = -9%; G = -5%; H = 1.6%; I = -12%

> Cc1ccc(N2C(=O)[C@@H]3Cc4ccccc4CN3C2=O)cc1
  A = 1.1%; B = -2%; C = -43%; D = -6%; E = -0.1%; F = 13%; G = 0%; H = 1.0%; I = -12%

> O=[N+]([O-])c1ccc(N2CCCCC2)cc1SCCO
  A = -0.1%; B = -29%; C = 12%; D = 6%; E = -0.2%; F = 7%; G = 2%; H = -6.0%; I = 7%

> CC1(C)CC2(CCO1)C(Nc1ccccc1)=NC(=S)N2CC(N)=O (configuration not stated)
  A = -0.5%; B = 0%; C = 7%; D = 19%; E = -0.2%; F = -11%; G = -6%; H = -3.1%; I = 1%
